Screening data from PubChem.
Rv3671c inh = Rv3671c (M. tuberculosis) protease inhibition; P9WHR9; inhibition, % at 5.96 µM; 0.048% of 320,000 active; in the data active = inhibition above about 38%;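 note: extracellular domain of Rv3671c used as enzyme; 0% = enzyme with DMSO and 100% = no enzyme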
Target sequence (P9WHR9 whole entry, looked up, the tested form may be a part): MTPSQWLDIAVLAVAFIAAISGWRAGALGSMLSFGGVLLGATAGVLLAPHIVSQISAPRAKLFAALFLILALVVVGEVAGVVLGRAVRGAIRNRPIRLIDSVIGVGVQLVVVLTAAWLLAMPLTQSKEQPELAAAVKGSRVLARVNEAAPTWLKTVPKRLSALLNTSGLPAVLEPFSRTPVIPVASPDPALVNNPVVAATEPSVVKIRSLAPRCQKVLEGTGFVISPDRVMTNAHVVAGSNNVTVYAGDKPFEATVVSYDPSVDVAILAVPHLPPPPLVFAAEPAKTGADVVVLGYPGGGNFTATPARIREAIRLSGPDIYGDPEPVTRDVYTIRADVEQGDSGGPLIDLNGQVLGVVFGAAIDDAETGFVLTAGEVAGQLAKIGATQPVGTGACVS
Mtb FBA inh = inhibitors of M. tuberculosis fructose-bisphosphate aldolase; purified M. tuberculosis FBA, fluorescence read-out; inhibition, % at 1 µM; 2.3% of 360,000 active; AID 588726; in the data active = inhibition above about 27%;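 note: 0% = vehicle and 100% = reference inhibitor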
PrPC surface inh = cell surface PrPC inhibition, primary TR-FRET screen; 0.43% of 370,000 active; TR-FRET read-out; inhibition, % at 13.8 µM; P04156; AID 720596; in the data active = inhibition above about 24%; note: 0% = median of the test wells and 100% = reference compound wells
BoNT-F LC inh = BoNT F light chain protease inhibition. inhibition, % at 10 µM. AID 588497. Multiplex microsphere protease cleavage assay, flow cytometry. 0.22% of 360,000 active; in the data active = inhibition above about 35%, passing the limit was not always enough; inconclusive = no clear call, values can overlap the other calls; note: plate controls were buffer without enzyme for full effect and enzyme alone for no effect
UGM FP inh = blocks M. tuberculosis UGM enzyme | AID 504406 | purified UGM, fluorescence polarization probe displacement | P9WIQ1 | 0.06% of 320,000 active | inhibition, % at 10 µM; in the data active = inhibition above about 10%, passing the limit was not always enough; inconclusive = no clear call, values can overlap the other calls
Target sequence (P9WIQ1 whole entry, looked up): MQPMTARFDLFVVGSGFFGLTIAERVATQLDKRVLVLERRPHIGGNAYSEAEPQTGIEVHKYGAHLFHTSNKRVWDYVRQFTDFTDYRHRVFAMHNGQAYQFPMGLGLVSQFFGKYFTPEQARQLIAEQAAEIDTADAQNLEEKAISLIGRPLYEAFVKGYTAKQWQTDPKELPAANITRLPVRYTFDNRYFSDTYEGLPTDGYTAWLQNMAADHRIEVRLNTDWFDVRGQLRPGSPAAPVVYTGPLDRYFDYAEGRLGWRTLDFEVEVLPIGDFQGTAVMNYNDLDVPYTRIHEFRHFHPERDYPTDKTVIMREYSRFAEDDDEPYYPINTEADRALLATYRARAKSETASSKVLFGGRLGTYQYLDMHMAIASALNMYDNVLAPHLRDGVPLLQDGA
FadD28 FP inh = M. tuberculosis FadD28 bisubstrate binding inhibition; FadD28 bisubstrate probe binding, fluorescence polarization; inhibition, % at 12.5 µM; 0.22% of 360,000 active; AID 588549; in the data active = inhibition above about 8.5%, passing the limit was not always enough; inconclusive = no clear call, values can overlap the other calls
MazF activator = increases E. coli MazEF RNase cleavage of RNA. activation, % at 20 µM. AID 504720. FAM/BHQ RNA-DNA oligo cleavage fluorescence, 5 h. 0.32% of 350,000 active; in the data active = activation above about 50%
Target sequence (P0AE70 whole entry, looked up): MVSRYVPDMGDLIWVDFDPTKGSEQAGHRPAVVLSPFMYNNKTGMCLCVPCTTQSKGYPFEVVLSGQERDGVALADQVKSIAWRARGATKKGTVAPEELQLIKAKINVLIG
GDH-TPI counter = GDH-TPI coupled enzyme inhibition counter-screen; GDH-TPI coupled enzyme counterscreen, NADH absorbance; inhibition, % at 4.8 µM; 1.2% of 360,000 active; AID 588335; in the data active = inhibition above about 30%;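 note: 0% = DMSO wells and 100% = wells lacking the enzyme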
Mtb BioA inh = inhibitors of Mycobacterium tuberculosis BioA enzyme; purified M. tuberculosis BioA enzyme, plate reader; inhibition, % at 9.99 µM; 0.096% of 360,000 active; AID 602481; in the data active = inhibition above about 40%; inconclusive = no clear call, values can overlap the other calls
* = called active by the depositor; ? = inconclusive; . = no result given.

SMILES	Rv3671c inh	Mtb FBA inh	PrPC surface inh	BoNT-F LC inh	UGM FP inh	FadD28 FP inh	MazF activator	GDH-TPI counter	Mtb BioA inh
CCC1=C2CC[C@H]3C(=O)N(c4ccccc4)C(=O)[C@H]3[C@H]2[C@@]2(C)C(=NCC(=O)OC)OC(=O)N2C1=O	2	3	-5	0	0.1	0.0	6	9	-0.8
CC(c1ccccc1C(O)c1ccccc1)N(C)C (stereo unspecified)	-1	4	-6	-11	1.4	-1.2	-2	-1	0.0
CN(Cc1ncc[nH]1)Cc1cn(-c2ccccc2)nc1-c1ccc2c(c1)OCO2	0	6	-9	-11	1.1	-2.6	6	5	0.5
C=CCSc1nc2ccccc2[nH]1	10	-1	0	-10	-1.2	-2.0	-9	11	0.8
COc1ccccc1C1CC(=O)Oc2cc(O)ccc21 (stereo unspecified)	.	4	1	-3	.	-1.0	5	7	0.5
Cc1cccc(N2N=C(C(=O)Nc3ccc(Cl)c(S(=O)(=O)N4CCOCC4)c3)CCC2=O)c1	1	2	-8	0	4.2	-3.9	-4	1	2.1
COc1ccc(-n2nc3c(N4CCC(C(=O)NCCc5ccccc5C)CC4)nnc(C)c3c2C)cc1	-5	3	.	.	1.2	-1.6	4	-2	-1.7
Nc1nnc(SCc2ccc(Cl)cc2)s1	5	0	1	-6	0.8	-1.1	2	-1	.
O=[N+]([O-])c1ccc(S(=O)(=O)NN=CCCc2ccccc2)cc1	.	4	-16	-7	.	-1.4	22	5	0.1
Cc1nc(Cc2ccccc2)sc1CC#N	.	-2	-4	-5	.	-1.1	4	3	0.1
COc1cccc(NC(=O)N2CCOCC2)c1	6	-8	6	-3	-1.9	-2.5	5	3	-1.4
CCn1nc(-c2cccs2)nc2c(=O)n(C)c(=O)nc1-2	.	-28	.	.	.	5.4	-2	0	4.4
Cc1cccc(CN2[C@@H](CC(C)C)COCCS2(=O)=O)c1	2	-1	4	0	1.3	-2.4	-6	0	1.9
O=C(OCC(=O)N1CCCC1=O)c1nc(Cl)ccc1Cl	1	1	-2	-1	-2.6	-1.2	10	-4	.
CCN(CC)CCCNc1nc(N)c([N+](=O)[O-])c(N2CCCCCC2)n1	-6	4	-10	?	-1.9	-0.8	14	9	.
O=C(COC(=O)c1ccc(O)cc1)Nc1cccc(S(=O)(=O)N2CCCCC2)c1	-64	1	4	-4	1.3	-3.3	16	-1	-1.9
Cc1cccc2cc3c(N)c(C(=O)N4CCc5ccccc54)sc3nc12	-5	-6	5	3	2.1	-0.4	86*	8	-2.3
N#Cc1ccccc1S(=O)(=O)Nc1ccc2c(c1)OCCO2	2	1	2	?	1.4	-0.9	2	-6	1.5
Cc1ccc(/C=N/n2cnc3sc(C)c(C)c3c2=O)o1	3	-2	0	0	1.1	-0.4	6	12	.
COC(=O)C1=C(C)N(CCCC(=O)O)C(=O)NC1c1ccc(C(F)(F)F)cc1 (stereo unspecified)	2	-4	5	-5	0.4	-3.0	0	-10	2.7
O=C(CNC(=O)c1cccnc1)N/N=C/c1cccnc1	-1	2	-2	-28	-0.7	-0.2	3	1	4.4
NC(=O)NC(=O)CN1c2cccc3cccc(c23)S1(=O)=O	3	10	-10	-7	4.8	-4.0	26	-9	-0.6
Cc1ccc(S(=O)(=O)N2CCN(C(=O)c3ccc(-n4cncn4)c([N+](=O)[O-])c3)CC2)cc1	2	0	-21	-7	7.0	-2.1	5	3	0.4
OCC1OC(n2ccc3c(NO)ncnc32)C(O)C1O (stereo unspecified)	.	5	53*	-4	.	-2.0	-10	6	.
COc1ccc(/C=C(\NC(=O)c2cccs2)C(=O)Nc2cccc3ccccc23)cc1OC	-4	-3	3	-12	-1.4	-1.0	5	23	-1.8
O=C(c1ccc(Oc2ccccc2)cc1)C1CCCN(C(=O)c2cnccn2)C1 (stereo unspecified)	4	-4	-7	1	3.6	-2.5	5	3	0.3
CC1CCN(C(=O)CCC(=O)Nc2ccc([N+](=O)[O-])cc2)CC1	.	7	4	-4	.	-1.1	4	25	-0.1
C=C1c2cc(OC)ccc2NC(=O)N1CC	1	34*	0	-1	-1.8	-0.4	5	13	-1.1
Clc1ccccc1CSc1nnc([C@@H]2CCCN2)o1	-1	4	2	?	1.2	-2.7	-1	-12	0.3
CCOc1nc2cnccc2n(CC(=O)Nc2ccccc2F)c1=O	6	2	-1	1	1.8	-0.8	10	-10	1.5
Cc1nc2ccc(NC(=S)NCc3ccccc3)cc2nc1C	0	5	-14	-1	-1.7	-2.2	3	-1	-0.6
CCc1sc(C(=O)N2CCCN(C)CC2)cc1Br	7	-3	-3	1	1.6	-1.3	4	0	-1.2
Cn1cccc1/C=N/NC(=O)C12CC3CC(CC(C3)C1)C2	3	2	0	-5	-1.2	-2.4	2	2	.
CCCCn1c(N)c(N(CCOC)C(=O)CCNC(=O)c2ccc(Br)cc2)c(=O)[nH]c1=O	6	-2	1	-5	.	-1.0	2	3	.
CC(C)c1ccc(CN2CCC(C)(Oc3ccc(Cl)cc3)C2)cc1 (stereo unspecified)	.	-2	1	-5	.	0.8	.	7	1.3
O=C(CNC(=O)c1ccccc1)OCc1cc(=O)n2cc(Br)ccc2n1	4	2	-8	-2	6.1	-0.6	0	7	.
O=C(CN1C(=O)c2cccc3cccc(c23)C1=O)N1CCOCC1	2	29*	-30	4	1.3	-3.4	9	0	.
O=C(Nc1ccc([N+](=O)[O-])cn1)c1ccc(Br)o1	-2	95*	-44	0	-0.4	-1.3	-3	27	-1.7
COc1cc(-c2noc(C)c2C(=O)NCCc2c[nH]c3ccccc23)cc(OC)c1OC	1	2	5	4	-0.1	1.0	-1	0	0.1
Cc1ccc(-c2nc(N)nc(N)n2)c(C)c1	-6	-1	-1	9	-1.6	-2.3	0	8	-0.6
CCOC(=O)N1CCC(NC(=O)c2ccc3c(c2)N=C(C)c2c(C)ccc(C)c2S3)CC1	-15	-1	6	-2	0.4	-0.3	7	-13	1.8
COC(=O)c1ccc(S(=O)(=O)N2CCC(C(N)=O)CC2)n1C	2	4	1	.	3.3	-1.7	6	5	-1.0
CCCC(=O)Nc1nn(C)c2nc3ccc(C)cc3cc12	-8	-5	-7	2	1.9	-3.0	0	7	.
CCOc1ccc(-c2c(C(=O)N/N=C/c3cccc(Br)c3)nnn2-c2nonc2N)cc1	-78	1	-3	.	1.8	-2.6	-32	26	-0.1
CC(CC#CCN1CCOCC1)OCCC#N (stereo unspecified)	-3	5	6	-2	-1.2	-0.5	0	8	2.0
Cc1c(Cl)cnc(NC(=O)COC(=O)C2CC2)c1Cl	5	0	1	6	2.4	-0.7	-5	6	.
CC(O)CNc1nc2sc3c(c2c(=O)n1CCc1ccccc1)CCCCC3 (stereo unspecified)	-6	3	4	-2	-0.5	1.0	-6	12	.
Cn1cc2cc([N+](=O)[O-])ccc2n1	1	-3	-16	2	-1.6	0.0	4	9	.
COc1ccc(CC(=O)OCn2nnc3ccccc3c2=O)cc1	-1	1	-7	-13	1.4	-1.1	-4	6	-3.8
COC(=O)CSc1nc(C)c2ccc(OC)cc2n1	0	31*	-6	-3	0.3	1.5	-1	6	0.2
O=c1cc(CN2CCN(c3cccc(C(F)(F)F)c3)CC2)nc2sccn12	1	.	6	.	2.4	.	1	.	.
COc1ccc(S(=O)(=O)N2CC(=O)Nc3ccccc32)cc1C	-2	0	-6	?	0.0	-0.9	9	-4	-0.7
Nc1cccc(/C=C/C(=O)O)c1	-3	9	-2	2	-4.3	2.1	1	23	.
Cc1ccc(S(=O)(=O)Oc2ccc(/C=N/N=C3/NC(=O)C(CC(=O)O)S3)cc2)cc1[N+](=O)[O-] (stereo unspecified)	-9	-3	5	9	1.7	-4.2	-1	22	-0.3
Cc1ccc(NC(=O)CN(C)C(=O)Cc2ccc3c(c2)CCC3)cc1	.	-1	5	8	.	-2.3	0	1	-0.3
Cc1ccc([C@H]2C[C@@H](n3cc(COC(=O)c4ccccc4)nn3)[C@H](O)CN2C(=O)C2CCCCC2)cc1	.	-2	0	2	.	-3.6	2	-10	.
CCCCN(C(=O)C1CCCC1)c1c(N)n(CC(C)C)c(=O)[nH]c1=O	-14	4	2	-3	-0.5	0.2	0	9	-1.2
CCCN(CC(=O)Nc1ccccc1C)C(=O)Cc1coc2cc(C)ccc12	-6	3	-4	-2	-1.0	4.4	-2	-2	0.4
CC(=O)/C=C/c1ccccc1O	7	0	-5	-5	3.5	0.8	2	9	-1.4
Cc1cccc(C)c1NC(=O)CSc1nc(N2CCOCC2)nc(N2CCOCC2)n1	-1	1	-2	-17	5.1	-2.7	4	8	-1.4

By substructure, the entries above with a Cl atom
SMILES	Rv3671c inh	Mtb FBA inh	PrPC surface inh	BoNT-F LC inh	UGM FP inh	FadD28 FP inh	MazF activator	GDH-TPI counter	Mtb BioA inh
Cc1cccc(N2N=C(C(=O)Nc3ccc(Cl)c(S(=O)(=O)N4CCOCC4)c3)CCC2=O)c1	1	2	-8	0	4.2	-3.9	-4	1	2.1
Nc1nnc(SCc2ccc(Cl)cc2)s1	5	0	1	-6	0.8	-1.1	2	-1	.
O=C(OCC(=O)N1CCCC1=O)c1nc(Cl)ccc1Cl	1	1	-2	-1	-2.6	-1.2	10	-4	.
Clc1ccccc1CSc1nnc([C@@H]2CCCN2)o1	-1	4	2	?	1.2	-2.7	-1	-12	0.3
CC(C)c1ccc(CN2CCC(C)(Oc3ccc(Cl)cc3)C2)cc1 (stereo unspecified)	.	-2	1	-5	.	0.8	.	7	1.3
Cc1c(Cl)cnc(NC(=O)COC(=O)C2CC2)c1Cl	5	0	1	6	2.4	-0.7	-5	6	.

Further structures follow:
SMILES	Rv3671c inh	Mtb FBA inh	PrPC surface inh	BoNT-F LC inh	UGM FP inh	FadD28 FP inh	MazF activator	GDH-TPI counter	Mtb BioA inh
c1ccc(CNc2ncnc3[nH]ncc23)cc1	.	-1	11	-10	.	-0.2	5	-1	0.1
COc1ccc(C)cc1NC(=O)c1ccccc1N(C)S(=O)(=O)c1ccccc1	6	-5	-10	?	0.3	-1.8	1	6	0.1
CCC1Sc2ccc(S(=O)(=O)CCC(=O)NC3CCCCCC3)cc2NC1=O (stereo unspecified)	4	5	4	3	-0.7	-1.4	6	3	0.0
C/C(=N\NC(=S)NCCc1ccccc1)c1cccs1	-26	-3	-5	-4	-0.2	-3.5	-16	22	.
CCN(CC)CCN=Cc1c(O)n(CCC2=CCCCC2)c(=O)[nH]c1=O	4	1	-1	7	-0.4	0.7	-6	4	0.3
COc1cc(NC(=O)c2c(F)c(F)c(F)c(F)c2F)c(OC)cc1Cl	-8	-1	-4	1	0.6	-2.7	7	-8	-1.0
Cc1nc2ccccc2nc(=O)c1NNc1ccccc1	.	-1	-8	0	.	-2.6	-11	19	.
CC(C)CN(CC(C)C)S(=O)(=O)N1CCC(C(=O)NCc2ccco2)CC1	-3	0	2	-7	0.1	0.0	-1	-1	.
O=c1[nH]cnc2c1ncn2-c1ccc(N(CCO)CCO)cc1	.	1	1	-2	.	-1.0	-2	4	.
Cc1cccc(NC(=O)OC2CN3CCC2CC3)c1 (stereo unspecified)	5	-5	2	?	-1.9	-1.6	-2	-6	.
CC(C#N)Sc1ccc(S(=O)(=O)N2CCCC2)cn1 (stereo unspecified)	-9	0	10	-4	-1.1	-0.4	10	8	6.1
C=C(C)c1cccc(C(C)(C)NC(=O)N2CCN(CC(N)=O)CC2)c1	1	6	0	26	-2.5	-2.3	-9	8	0.6
Cc1ccc(OCCn2cccn2)c(C)c1	-3	0	0	-4	0.8	0.0	7	0	.
Cc1nn(-c2ccc(F)cc2)c(Cl)c1/C=C(/CC(=O)O)c1nc2ccccc2s1	.	0	0	3	.	-4.9	-6	15	.
COc1ccccc1NC(=O)CN(c1ccccc1C)S(C)(=O)=O	1	0	8	12	1.9	-1.5	10	-6	-1.3
CSc1ccc(C2CC(=O)Nc3nc(SC)[nH]c(=O)c32)cc1 (stereo unspecified)	-6	-2	-7	-7	1.0	-2.7	-7	3	.
NC(=O)[C@@H]1CCCCNc2c(F)cc([N+](=O)[O-])cc2C(=O)N[C@@H](CC(=O)O)C(=O)N[C@@H](CCC(=O)O)C(=O)N1	-7	-4	.	-12	3.9	0.2	-1	6	0.7

Rows were taken by chance, and some 4.8% of all compounds hit somewhere here.
